Yfh1-depleted yeast: enhancers of respiration in Yfh1-depleted yeast, dose response, Friedreich's ataxia, plus single-dose screen (AID 1465); one-dose fold induction at 50 µM; EC50 in µM for titrated hits; S. cerevisiae Yfh1-off respiration, WST-1 reduction, 72 h; higher fold induction means a stronger effect; 0.074% of 220,000 active;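 active means fold induction of absorbance versus untreated yeast above a set limit, then at least 30% activation at any dose in follow-up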;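 further: activators that raise dye reduction in frataxin-depleted yeast; strong numbers were not always called active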
HEK293 NOD2/NF-kB: NOD2 signaling inhibitors, cell-based, luminescence, uHTS, HEK293 (AID 1566); HEK293 NOD2/NF-kB luciferase reporter, luminescence; higher % means a stronger effect; inhibition, % at 4 µM, or EC50 in µM where a hit was titrated; 0.63% of 290,000 active; in the data active means inhibition above about 50%; further: many of its hits are not listed in these tables
Dynein cargo inh: blocks dynein driven cargo transport along microtubules. 3617.4 mouse cells, GR-EGFP nuclear translocation imaging; test concentration mostly 20 µM; stimulated with dexamethasone, 1 µM; hits give low values. z-score, hits read low. 0.47% of 220,000 active. AID 1381;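 active means plate z-score of nuclear minus cytoplasmic receptor signal below a set negative limit, without overly bright fluorescence or cell loss, cut at about -3.5 in these data, passing the limit was not always enough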;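 further: z-score of nuclear minus cytoplasmic ring GR-EGFP intensity difference per well; some compounds called inactive have numbers as strong as hits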
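Schedule: 48 h induction, then 1 h compound, then 30 min agonist, 37 °C. Buffer or medium: tetracycline-free induction medium containing charcoal-stripped FBS. Reagent: 1.0 µM final dexamethasone stimulus. Evaluation: nuclear versus cytoplasmic GR-EGFP signal, averaged per well. Signal: high-content fluorescence imaging after fixation.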
bCat nuc transl: alters nuclear translocation of beta-catenin in HeLa cells | immunofluorescence imaging | nuclear translocation activity, % at 5 µM | 0.3% of 190,000 active;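 active means nuclear translocation activity above 50% at 5 µM, with a well cell count of 50 or more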;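 further: per-cell ratio of nuclear to cytoplasmic median beta-catenin stain intensity; plate controls were DMSO negative control for no effect and GSK-3 inhibitor IX positive control for full effect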
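Test system: HeLa cells, endogenous beta-catenin; Compound: single 5 µM dose plus 0.02–20 µM confirmation series; Times: compound exposure 24 h at 37°C; Signal: fluorescence imaging of beta-catenin antibody stain plus DAPI; Read-out: % activation, nuclear-to-cytoplasmic median beta-catenin signal ratio per cell.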
P. falciparum M17LAP: P. falciparum M17LAP inhibitors, primary screen, biochemical, fluorogenic H-Leu-NHMec substrate, 1536-well (AID 1619); recombinant M17LAP, H-Leu-NHMec fluorogenic kinetic assay; higher % means a stronger effect; 0.38% of 220,000 active; one-dose inhibition, % at 30 µM; IC50 in µM for titrated hits;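 active means compound inhibiting the enzyme by more than half at any dose during confirmatory dose-response retesting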;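 further: plate controls were full reaction with DMSO carrier for no effect and no enzyme background for full effect; strong numbers were not always called active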
Insulin prom up: MIN6 insulin promoter up-regulation; MIN6 insulin promoter-GFP reporter, high-content imaging; hits give high values; z-score at 5 µM; 0.3% of 190,000 active; AID 1625;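 active means z-score above 3 at 5 µM with at least 500 cells counted in the well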
MT stabilize HCS: stabilizes microtubules in HeLa cells; HeLa tubulin immunostaining HCS, 24 h; share of cells brighter than vehicle mean+2SD; % tubulin-high responders, % at 10 µM; 0.83% of 200,000 active;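 active means plate Z-score above 3 for both tubulin-high and condensed-nucleus cell shares, with cell loss under 80%, at 10 µM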;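 further: anti alpha tubulin signal scored within the nucleus-defined area of each cell; some results filed as inactive read as strong as hits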
NOD1 NF-kB reporter: inhibition of NOD1-driven NF-kB reporter – cell-based, luminescence, uHTS, primary screen (AID 1578) | 1% of 290,000 active | NOD1-driven NF-kB luciferase reporter cells, luminescence; higher % means a stronger effect | inhibition, % at 4 µM; hits with a dose series show EC50 in µM; in the data active means inhibition mostly above about 36%, no sharp cut-off; inactive means mostly below about 34%;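 further: HEK-293T reporter cells stimulated with the NOD1 agonist gamma-tri-DAP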
Autophagy mod: autophagy modulation, high-content screen | MEF GFP-LC3 puncta imaging; test concentration mostly 10 µM | calls only at 10 µM (by protocol) | 0.98% of 190,000 active | AID 463193;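 active means percentage of spot-positive cells more than 3 SD above its plate mean, without a fluorescence outlier flag or 80% toxicity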;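 further: spot-positive cell cutoff set from DMSO-treated cells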
Dynein cargo inh cytoplasmic EGFP: recorded beside Dynein cargo inh, whose call it bears; z-score; measured here: cytoplasmic GR-EGFP intensity; hits give high values
Dynein cargo inh nuclear GR-EGFP: recorded beside Dynein cargo inh, whose call it bears; z-score; measured here: nuclear GR-EGFP intensity;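 lower value marks the stronger effect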
Dynein cargo inh cell count: recorded beside Dynein cargo inh, whose call it bears; z-score; measured here: cell count per field
Insulin prom up cell count: also measured in Insulin prom up; calls as there; cell count; measured here: cytotoxicity, nuclei count;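 total cells summed across four imaged fields per well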
bCat nuc transl cell count 5 µM: recorded beside bCat nuc transl, whose call it bears; cell count; measured here: cell count, cytotoxicity flag
MT stabilize HCS Hoechst-high %: second read-out of MT stabilize HCS, no call of its own (marks repeat the call); % Hoechst-high responders; measured here: nuclear condensation Hoechst responders;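 share of cells brighter than vehicle mean plus two SD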
MT stabilize HCS cytotoxicity %: recorded beside MT stabilize HCS, whose call it bears; toxicity, %; measured here: cytotoxicity by cell density;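 0% = mean cell density of plate MIN control wells and 100% = no cells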
Autophagy mod cell loss 18 h: recorded beside Autophagy mod, whose call it bears; toxicity, %; measured here: cell loss, nuclei count;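 cell loss after 18 h compound exposure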
Active calls of the source: *; i = inactive; · = no result given.

SMILES	Yfh1-depleted yeast	HEK293 NOD2/NF-kB	Dynein cargo inh	Dynein cargo inh cytoplasmic EGFP	Dynein cargo inh nuclear GR-EGFP	Dynein cargo inh cell count	bCat nuc transl	bCat nuc transl cell count 5 µM	P. falciparum M17LAP	Insulin prom up	Insulin prom up cell count	MT stabilize HCS	MT stabilize HCS Hoechst-high %	MT stabilize HCS cytotoxicity %	NOD1 NF-kB reporter	Autophagy mod	Autophagy mod cell loss 18 h
CC(C)c1ccc(N2C(=O)NC(=O)/C(=C\c3cnc(-c4ccccc4)nc3)C2=O)cc1	i	-9.4%	-0.419	-0.209	0.294	0.815	-1.6	1439	19.6%	1.78	1243	2.9	1.5	7.3	13.2%	i	10.5
O=C1NC(=S)NC(=O)C1=Cc1cccn1-c1ccc(O)cc1	i	9.4%	-0.381	0.0694	-0.313	0.099	0.8	1037	13.8%	0.17	1175	2.8	2.8	6.2	0.1%	i	0.0
CCOC(=O)c1ccc(NC(=O)c2c(O)[nH]c(=O)[nH]c2=O)cc1	·	-8.8%	0.189	-0.318	-0.101	0.0475	3.5	1168	25.1%	0.38	963	5.2	3.5	6.5	-19.0%	i	5.5
CC(C)Oc1ccc(Cc2c(O)[nH]c(=O)[nH]c2=O)cc1	i	-6.9%	-0.171	-0.189	0.13	0.169	-1.5	1126	-1.4%	0.8	1075	1.6	1.7	7.1	2.1%	i	11.0
O=C(c1ccc(-c2ccccc2)c(F)c1)C1CCCN(CCO)C1 (centres undefined)	i	-10.9%	-0.188	-0.14	-0.0891	-0.828	1.7	900	3.6%	·	·	1.7	1.5	4.8	-24.2%	i	2.3
CCC1(c2ccccc2)C(=O)N(COC)C(=O)N(COC)C1=O	i	16.8%	0.0281	-0.222	-0.183	0.348	-3.4	993	8.6%	0.57	1170	1.2	1.7	7.1	-0.2%	i	4.8
O=C(Nc1ccc(Cl)cc1)c1cccc(N2C(=O)C3C4CCC(C4)C3C2=O)c1 (centres undefined)	i	·	-0.676	-0.235	0.194	0.396	-1.5	523	-8.7%	0.62	1241	3.0	2.7	12.5	12µM*	i	11.0
O=c1[nH]c(CN2CC=C(c3ccccc3)CC2)nc2scc(-c3ccccc3)c12	i	-34.0%	-0.00741	0.188	-0.23	-0.722	-1.1	1290	2.6%	0.73	802	·	·	·	14.8%	·	·
Cc1cc(C=O)c(C)n1C1CCCCC1	i	-11.7%	-0.0922	-0.204	0.00751	0.491	·	·	-0.6%	0.94	975	1.8	1.9	6.9	-28.1%	i	-4.6
COc1ccc(C(=O)C2CCCN(Cc3ccon3)C2)cc1OC (centres undefined)	i	7.5%	-0.0692	-0.212	-0.175	0.446	-0.1	1071	-3.3%	-0.24	1310	1.6	2.0	3.2	-14.7%	i	8.3
c1ccc2c(c1)Nc1ccccc1S2	i	-1.5%	-0.356	-0.189	0.325	0.53	·	·	-5.6%	·	·	2.7	2.6	10.5	-29.6%	i	18.1
CC1CCCN(C(=O)c2ccc(N3CC4CC(C3)c3cccc(=O)n3C4)c([N+](=O)[O-])c2)C1 (centres undefined)	i	15.5%	0.719	-0.226	0.411	-0.0821	1.6	1073	-14.7%	·	·	4.0	2.0	7.4	-6.7%	i	2.0
CSc1ncc(CN2CCCC(C(=O)c3sccc3C)C2)cn1 (centres undefined)	i	-1.1%	1.5	-0.253	0.49	-0.821	-0.7	1077	-6.7%	-0.75	1454	5.5	1.6	5.8	-25.2%	i	27.5
O=C1N(c2cccc(Cl)c2)C(c2cccnc2)N2CCCN12 (centres undefined)	i	1.2%	-0.015	-0.328	-0.375	-0.326	-0.8	1123	8.5%	-0.51	1232	2.5	2.2	4.2	-22.1%	i	1.4
CCN(CC)CCNCC(=O)Nc1ccc(Cl)cc1C(=O)c1ccccc1	i	16.7%	0.87	-0.233	0.623	0.522	5.7	914	18.2%	·	·	1.4	2.0	8.1	-5.5%	i	-6.8
N#CC1=C(N)Oc2c(c(=O)oc3ccccc23)C1c1ccccc1OC(=O)c1cccs1 (centres undefined)	i	-9.1%	1.41	0.123	1.03	0.179	-0.2	1080	-15.4%	-0.02	1485	1.7	1.6	2.7	53.0%	i	5.6
COCCCN=Cc1c(O)[nH]c(=S)[nH]c1=O	·	-5.4%	-1.29	0.026	-0.432	0.624	-3.4	1193	3.3%	-0.15	1362	4.0	1.6	11.2	-7.3%	i	-1.6
Cc1ccc2c(c1)c(=O)c1c3n2CCN(CC2CO2)C3CC1 (centres undefined)	i	10.6%	0.0651	-0.112	0.219	0.325	-3.6	1080	1.7%	0.02	1152	4.2	1.5	5.2	-14.3%	i	9.0
CCOC(=O)CC1=C(C(=O)OCC)C2(C(=O)Nc3ccccc32)C(C#N)=C(N)O1 (centres undefined)	i	-13.5%	0.15	-0.304	0.235	0.35	-0.2	1087	-0.6%	0.17	1214	2.6	1.4	5.1	-20.7%	i	7.9
COc1ccc(N2CCN(C(CNC(=O)Oc3ccccc3)c3cccnc3)CC2)cc1 (centres undefined)	i	11.2%	-1.18	0.951	-0.126	0.763	-0.8	1066	1.4%	-0.21	1961	2.9	3.4	6.7	-6.3%	i	-2.2
O=C(O)C1(c2ccc(Cl)cc2)CCC1	i	6.0%	-0.441	-0.267	0.0408	-0.0111	·	·	13.9%	-0.03	1131	1.8	2.6	8.2	-17.8%	i	-5.1
CC(C)C1(C)N=C(c2ncccc2C(=O)O)NC1=O (centres undefined)	i	-8.3%	0.099	0.084	0.497	-1.35	·	·	0.6%	·	·	1.6	1.1	7.7	-14.0%	i	-9.7
CN1CCN(c2ccccc2N)CC1	i	0.8%	1.21	0.0841	0.887	-0.39	1.3	1181	18.5%	0.58	1021	1.9	1.2	9.9	36.2%	i	-1.9
COc1ccc(N2C(=O)/C(=C/C=C/c3ccccc3[N+](=O)[O-])C(=O)NC2=S)cc1	i	0.1%	-3.48	0.372	-1.82	0.0456	0.9	1072	-10.3%	0.48	1073	3.7	2.0	4.2	38.7%	i	-6.0
CCCCN1C(=O)/C(=C/c2ccc(N(C)C)cc2)C(=O)N(Cc2ccco2)C1=O	i	2.6%	-0.366	0.323	0.338	2.04	-0.8	1374	23.8%	0.78	1741	2.7	1.9	9.4	0.0%	i	7.7
CN1CCN(c2cn[nH]c(=O)c2Cl)CC1	i	-6.1%	-0.786	-0.356	-0.192	0.73	-0.9	924	-4.0%	-0.06	1483	2.6	1.5	9.1	-33.9%	i	-1.3
O=P(c1ccccc1)(c1nc2ccccc2s1)N1CCOCC1 (centres undefined)	i	22.1%	-0.0651	-0.13	0.129	-0.897	-1.8	1169	10.2%	·	·	1.1	1.0	5.3	5.6%	i	7.1
O=C(Cn1cc(C(=O)c2ccccc2)c2ccccc21)NCc1ccco1	i	-30.2%	-0.159	-0.162	0.0897	-0.249	-3.6	1138	12.9%	1.19	1251	31.1*	28.1*	28.8*	-11.4%	i	6.8
CCN1CCN(C(=O)Cc2coc3cc(C)cc(C)c23)CC1	i	-5.0%	-0.367	-0.256	-0.295	1.33	-0.8	924	4.4%	0.06	1732	4.0	3.0	5.2	-19.5%	i	-6.5
COc1ccc(C2CN(C)CC2C(=O)c2ccc(C)cc2)cc1Cl (centres undefined)	i	7.3%	0.887	-0.15	0.59	0.0339	1.0	1113	-16.4%	-1.95	1046	1.7	1.4	0.0	-21.0%	i	-10.5
Clc1ccccc1Nc1ncnc(-n2cccc2)n1	i	-128.1%	0.257	-0.115	-0.243	0.197	·	·	3.5%	·	·	0.7	2.2	9.2	-36.7%	i	3.1
O=C(Nc1ccc(Br)cc1)c1nn(C23CC4CC(CC(C4)C2)C3)cc1Br	i	-26.2%	-0.325	-0.0762	-0.00635	-0.456	-0.3	1362	-11.0%	-0.25	1753	1.1	1.5	6.7	15.4%	i	2.2
Cc1cc(C)nc(/N=C(\N)c2c(O)[nH]c(=O)[nH]c2=O)n1	i	4.3%	0.233	-0.21	-0.0297	-0.011	-1.2	1027	2.4%	0.24	2001	3.4	2.0	3.0	-12.5%	i	-24.2
CC1=CC(=C2C(=O)NC(=O)NC2=O)C=C(C(F)(F)F)N1Cc1ccccc1	i	6.2%	-0.218	0.347	0.286	0.426	2.0	1401	13.4%	-0.85	1426	31.8	1.6	79.5	-9.8%	i	21.2
O=C(CN1CCOCC1)NCC(=O)Nc1ccc(Br)cc1C(=O)c1ccccc1	i	18.2%	0.263	-0.36	0.307	0.275	-3.9	1225	8.1%	-0.59	955	2.5	1.3	5.5	-2.7%	i	-7.5
C=CCn1c(O)c(N=Nc2c(C)n(C)n(-c3ccccc3)c2=O)c(=O)[nH]c1=S	i	7.4%	-0.0666	0.068	0.182	0.359	5.0	459	38.5%	-0.07	1151	4.2	1.9	6.9	-3.3%	i	1.4
Cc1cc(C)c(-n2c(O)c(/C=N/NC(=O)c3ccncc3)c(=O)[nH]c2=O)c(C)c1	i	-3.5%	0.303	-0.263	0.824	-0.445	-0.4	1325	-11.6%	0.3	959	·	·	·	-8.0%	·	·
CCCCn1c(O)c(C(C)=NC(C)c2ccccc2)c(=O)[nH]c1=O (centres undefined)	i	10.5%	-1.51	-0.336	-1.08	-0.117	2.7	979	8.9%	-0.13	850	7.5	4.2	2.8	8.1%	i	5.5

Only part of the results is shown, so the mix of outcomes need not match the whole.
